Screening results deposited in PubChem BioAssay by NCI.
All columns: NCI-60 one-dose screen, growth in % after 48 h at 10 µM unless noted; 100 = growth as untreated, 0 = no growth, -100 = all killed.
SK-MEL-2 – SK-MEL-2 melanoma; AID 1794763; actives 4.7% (n = 77,000)
MDA-MB-435 – MDA-MB-435 melanoma; actives 7.8% (n = 82,000); AID 1794794
MALME-3M – MALME-3M melanoma; actives 5.8% (n = 78,000); AID 1794766
SK-MEL-5 – SK-MEL-5 melanoma | actives 6.4% (n = 80,000) | AID 1794755
UACC-62 – UACC-62 melanoma; actives 5.4% (n = 81,000); AID 1794756
LOX IMVI – LOX IMVI melanoma; actives 7.4% (n = 79,000)
UACC-257 – UACC-257 melanoma; actives 4.4% (n = 78,000)
SK-MEL-28 – SK-MEL-28 melanoma; AID 1794761; actives 4.1% (n = 81,000)
Starred values were filed as active, the others as inactive; / = no result given; & = joins results of further samples. How the source made its calls: active means growth percent below 10; inactive means the rest.

smiles,SK-MEL-2,MDA-MB-435,MALME-3M,SK-MEL-5,UACC-62,LOX IMVI,UACC-257,SK-MEL-28
CC(C)(C)[Si](C)(C)OC1[C@@H](O[Si](C)(C)C(C)(C)C)[C@@H](CNC(=O)NC(=O)NC(=O)CI)O[C@H]1n1cnc2c(NC(=O)Nc3ccccc3)ncnc21 (some centres not stated),93,93,-83*,102,75,-81*,105,125
CCN(CC)c1ncnc2c1nnn2C,100,101,98,91,88,95,/,107
CS(=O)(=O)Oc1ccc2c3c(c(=O)oc2c1)CCCCC3,/,96,101,90,95,98,82,96
CCc1c(C)c2cc3nc(CCC(=O)O)oc3c(C)c2oc1=O,90,101,84,112,107,96,91,105
CN(CCCC(=O)NO)CCC(=O)Nc1ccccc1,104,100,87,99,100,93,95,97
CC1=C(/C=C/C(=O)CC(=O)/C=C/C2=C(C)CCCC2(C)C)C(C)(C)CCC1,66,89,95,39,73,44,105,85
O=C(NNC(=O)c1ccc2ccccc2c1)c1ccc(Cl)c(Cl)c1,106,109,/,105,99,95,108,109
Fc1ccc([C@@H]2CCNC[C@H]2COc2ccc3c(c2)OCO3)cc1,84,47,78,/,57,43,77,94
CCCCCCCC(=O)OC[C@]1(C)CCC[C@]2(C)[C@@H]1CC[C@@]13C[C@@H](OCOC)[C@@](C)(CC[C@H]12)C3,107,107,110,98,103,99,105,118
COc1cc(/C=C/C(=O)c2nnn(-c3ccc([N+](=O)[O-])cc3)c2C)cc(OC)c1OC,101,81,79,89,88,/,84,94
CCCCC(CC)COS(=O)(=O)O (configuration not stated),95,/,98,113,105,100,100,105
O=C(CNc1nc2ccccc2[nH]1)Nc1nc2ccccc2[nH]1,93,97,96,93,91,94,84,108
CC(=O)c1nnn(-c2nonc2-c2noc(C)n2)c1C,129,96,119,103,103,107,100,112
CC1=C(C(=O)Nc2ccccn2)C(c2cn(-c3ccccc3)nc2-c2ccc(Cl)cc2)C(C(=O)Nc2ccccn2)=C(C)N1,98,86,99,94,77,86,115,96
CC1=N/C(=C\c2cccc(Br)c2)C(=O)O1,109,107,99,100,104,100,81,114
N#Cc1ccccc1F,110,105,123,105,109,108,99,107
COc1cc(NC(=O)CCSc2nc3ccc(Cl)cc3c(=O)n2-c2ccccc2C(F)(F)F)cc(OC)c1OC,118,107,106,102,94,100,125,111
Cc1c([C@H](C(Cl)Cl)[C@H](O)[C@H]2C[C@H](C)C(=O)O2)ccc2c1C(=O)[C@H]1[C@H]2C[C@@H](Br)[C@@]23O[C@@H](CO[C@H]2O)CC13C (some centres not stated),74,-40*,78,/,27,33,62,48
CCS(=O)(=O)C(C1CCCCC1)S(=O)(=O)CC,102,106,104,99,99,98,103,100
CCOc1cccc2cc(C(N)=O)c(=N)oc12,117,104,118,100,93,107,118,131
O=C(CN1CCN(c2cc(=O)[nH]c3ccc(F)cc23)CC1)Nc1nc(-c2ccccc2)cs1,103,99,92,96,86,91,103,99
CCOC(=O)C1=NN(c2ccccc2)C(=O)/C1=C\N1CC(=O)NC1=S,107,102,/,98,96,99,86,102
O=C(O)c1cc(NCc2ccccc2Cl)ccc1N1CCOCC1,92,106,102,100,101,94,102,103
CN1C(=O)c2c3ccccc3nc3c2c1c(O)c1ccccc13,87,113,126,97,110,93,106,137

Three compounds already listed, ordered by molecular weight, low to high.
smiles,SK-MEL-2,MDA-MB-435,MALME-3M,SK-MEL-5,UACC-62,LOX IMVI,UACC-257,SK-MEL-28
CN1C(=O)c2c3ccccc3nc3c2c1c(O)c1ccccc13,87,113,126,97,110,93,106,137
O=C(CN1CCN(c2cc(=O)[nH]c3ccc(F)cc23)CC1)Nc1nc(-c2ccccc2)cs1,103,99,92,96,86,91,103,99
COc1cc(NC(=O)CCSc2nc3ccc(Cl)cc3c(=O)n2-c2ccccc2C(F)(F)F)cc(OC)c1OC,118,107,106,102,94,100,125,111

Going on with the list:
smiles,SK-MEL-2,MDA-MB-435,MALME-3M,SK-MEL-5,UACC-62,LOX IMVI,UACC-257,SK-MEL-28
CCNC(=O)Nc1ncccc1OCc1ccc(F)cc1,100,101,106,101,95,95,102,113
CCCNC(=O)Oc1ccc(/C(=C(/C)Cc2ccc(OC)cc2)c2ccc(OCCN(C)C)cc2)cc1,97,86,89,78,96,93,68,91
N#Cc1c(-c2cccnc2)nc(N=Nc2c(O)[nH]c3ccccc23)[nH]c1=O,91,103,103,/,97,98,98,104
O=C1CCC2=C3C4CCCC5OC6CC(=O)CCC6=C(C6CCCC(OC2C1)C36)C54 (configuration not stated),117,93,92,96,95,99,86,122
CC(=O)c1c(C)[nH]c(C(=O)O)c1C,110,121,114,103,106,111,103,100
CCOC(=O)c1sc(/N=C2\NC(=O)/C(=C/c3ccc(OC)c(OC)c3)S2)nc1C,104,98,136,94,93,94,109,115
Brc1c(-c2ccccc2)nc2ccccc2c1Br,121,101,96,95,90,85,89,104
Cc1cc2c(cc1C)[n+](Cc1ccc3ccccc3c1)cn2Cc1ccc2ccccc2c1,/,-83*,-79*,-99*,-81*,-87*,-56*,-92*
CC(C)COC(=O)c1ccccc1O,116,104,100,100,102,109,121,100
COc1ccc(-c2nc3ncnc(Sc4nnc(-c5ccc(Cl)cc5Cl)o4)c3[nH]2)cc1,72,36,82,93,67,77,68,87
O=C(Nc1ccc(Cl)c(Cl)c1)NC(CO)(CO)CO,100,96,88,99,113,95,98,107
COC(=O)C(=O)C1CSC2=C(CS(=O)(=O)c3ccccc32)C1=O (configuration not stated),105,102,103,107,100,98,106,102
C/C(=N/N)c1ccc([N+](=O)[O-])cc1,107,105,101,95,97,102,98,103
COc1ccc(-c2cc(-c3cc(-c4ccc(OC)cc4)nc(N)n3)nc(N)n2)cc1,115,98,91,97,91,95,99,103
COc1cc(-c2c(C#N)c(N)n(-c3cc(C)ccn3)c(=O)c2C#N)cc(OC)c1OC,94,108,92,103,96,94,86,112
N#CSc1ncnc2nc[nH]c12,87,30,57,79,34,20,106,106
Cc1ccc(C(=O)Nc2ccc(CN3CCN(C)CC3)c(C(F)(F)F)c2)cc1C#Cc1cnc(N)c2ccccc12,-27*,-97*,-60*,-85*,4.1*,-94*,-50*,-86*
COc1ccccc1C1=NO[C@H](C(=O)Nc2cccc(O)c2)C1,105,99,98,99,96,99,104,105
Cc1cccc(N2C(=O)/C(=C3\SC(=S)N(c4cccc(C)c4)C3=O)SC2=S)c1,98,106,96,101,93,100,98,109
O=S(=O)(Nc1cccc(S(=O)(=O)N2CCCCC2)c1)c1ccc(Cl)cc1,77,110,103,102,88,94,/,106
COc1ccc(C(=O)CC(C#N)c2ccc3c(c2)OCO3)cc1OC (configuration not stated),99,98,107,89,82,88,106,117
CN(C)CCCOc1c2ccc(Cl)cc2nc2c1oc1ccc(Cl)cc12,59,-10*,0.7*,-19*,-68*,-77*,41,4.6*
NCCCC(N)CC(=O)NCC1NC(=O)C(CO)NC(=O)C(N)CNC(=O)C(C2CCN=C(N)N2)NC(=O)/C(=C\NC(N)=O)NC1=O (configuration not stated),114,119,101,100,104,99,103,124
O=C(CSc1nnc(COc2cnc3ccccc3n2)o1)Nc1ccccc1,132,97,99,97,108,92,108,110

Individual results from the list:
Under SK-MEL-2, CN(C)CCCOc1c2ccc(Cl)cc2nc2c1oc1ccc(Cl)cc12 has the entry 59
Under UACC-62, Cc1cccc(N2C(=O)/C(=C3\SC(=S)N(c4cccc(C)c4)C3=O)SC2=S)c1 has the entry 93
Under MDA-MB-435, COc1ccc(C(=O)CC(C#N)c2ccc3c(c2)OCO3)cc1OC (configuration not stated) has the entry 98
Under UACC-257, NCCCC(N)CC(=O)NCC1NC(=O)C(CO)NC(=O)C(N)CNC(=O)C(C2CCN=C(N)N2)NC(=O)/C(=C\NC(N)=O)NC1=O (configuration not stated) has the entry 103
Under SK-MEL-5, COc1ccccc1C1=NO[C@H](C(=O)Nc2cccc(O)c2)C1 has the entry 99

(cont.)
smiles,SK-MEL-2,MDA-MB-435,MALME-3M,SK-MEL-5,UACC-62,LOX IMVI,UACC-257,SK-MEL-28
Cc1nc2ccc(Nc3nc(Cl)nc(Nc4ccc(F)cc4)n3)cc2n1Cc1ccccc1,/,89,89,69,51,35,103,92
O=Nc1c(O)c(S(=O)(=O)O)cc2cc(S(=O)(=O)O)ccc12,/,97,91,105,92,90,/,104
CCN(CC)Cc1cc(C=C2C(=O)NC(=S)NC2=O)cc(OC)c1O,119,105,111,106,97,105,106,107
CCN(CC)c1cccc(OC(=O)Nc2ccc(OC)cc2)c1,111,106,98,112,95,94,103,88
O=C1Cc2csc3nc(=O)cc(n23)N1,/,108,110,106,104,93,93,110
Nc1nc2c(s1)CCc1c-2cn(S(=O)(=O)c2ccccc2)c1-c1ccccc1,92,67,92,39,77,76,95,111
Oc1c(CN2CCOCC2)cc(CN2CCOCC2)c(O)c1CN1CCOCC1,104,113,104,109,98,104,103,120
COc1ccc(-c2cc(-c3ccc(N(C)C)cc3)n3c(n2)nc2ccccc23)cc1,-3.8*,74,118,3.0*,48,66,58,77
CC(=O)N1Cc2cc(C)c(C)cc2C(C)Cc2cc(Cl)ccc21 (configuration not stated),110,101,102,87,80,104,/,111
NC=NCC(=O)O,96,99,/,108,121,103,105,110
N=C(N)n1ncc2c1CCCC2=O,101,110,101,99,105,96,100,104
CCN(CC)CCCOC(=O)c1cc2ccccc2s1,110,102,102,99,103,95,110,100
C=CCN1C(C)(C)NC(=S)C1(C)C,100,103,110,93,108,103,102,118
N#Cc1ccc(OC(=O)Nc2ccccc2C(F)(F)F)cc1,103,95,84,102,93,93,107,102
CN1C(=O)C(C2SC(=S)N(C)C2=O)SC1=S (configuration not stated),103,103,114,87,95,92,94,103
CCOC(=O)/C=C(/C)Nc1ccc(Cl)cc1,125,99,102,98,83,92,83,103

4 compounds from above, reduced to UACC-257, UACC-62 and MALME-3M:
| SMILES | UACC-257 | UACC-62 | MALME-3M |
| --- | --- | --- | --- |
| CC(=O)N1Cc2cc(C)c(C)cc2C(C)Cc2cc(Cl)ccc21 (configuration not stated) | / | 80 | 102 |
| NC=NCC(=O)O | 105 | 121 | / |
| N=C(N)n1ncc2c1CCCC2=O | 100 | 105 | 101 |
| CCN(CC)CCCOC(=O)c1cc2ccccc2s1 | 110 | 103 | 102 |

Remaining list, next part
smiles,SK-MEL-2,MDA-MB-435,MALME-3M,SK-MEL-5,UACC-62,LOX IMVI,UACC-257,SK-MEL-28
COc1ccc(-c2cc(=O)n(-c3nc4ccccc4[nH]3)[nH]2)cc1OC,51,51,67,63,31,62,89,84
Nc1cccc(F)c1,106,104,120,114,101,96,101,111
C1=C\CCC2OC2CC/1 (configuration not stated),98,103,122,101,111,105,106,113
O=Cc1ccc(OCc2ccccc2)c(OCc2ccccc2)c1,99,111,111,/,92,100,114,119
Nc1ccc2ccccc2c1O,100,109,138,79,91,53,108,110
NCC(O)c1ccc(O)c(O)c1 (configuration not stated),107,110&97,106&92,101&104,112&106,94&94,106&101,108&113
CCOC(=O)/C(C#N)=C\c1ccc(/C=C(\C#N)C(=O)OCC)cc1,111,111,110,106,100,/,106,98
Cn1ncc2cc(CN3CCC(OCc4cccc(C(F)(F)F)c4)CC3)ccc21,110,98,110,97,101,67,103,109
Fc1cc(COC2CCN(Cc3ncn4ccccc34)CC2)ccc1Cl,106,97,94,94,99,61,105,100
Cn1ccnc1C(=O)/C=C/c1ccc(CC(=O)Nc2cc(F)c(F)c(F)c2)cc1,100,19,83,63,44,-4.0*,80,94
CCOC(=O)c1ccc([N+](=O)[O-])cc1,/,109,123,106,102,103,93,112
COc1cc(/C=C/C(=O)N2CCN(C(=O)/C=C/c3ccccc3)CC2)cc(OC)c1OC,116,111,98,106,100,107,102,110
Fc1cc(-c2nnc3n2NC(=Nc2cc(Cl)c(Cl)cc2Cl)CS3)c(Cl)cc1Cl,92,90,91,97,87,90,96,97
N=C1N=C(SCc2nc3ccccc3[nH]2)NC(=O)/C1=C/c1ccc(Br)cc1,113,107,96,100,97,95,109,113
NNC(=S)N1N=C(c2cc3ccccc3o2)CC1c1c[nH]c2ccccc12 (configuration not stated),60,58,/,42,15,26,64,40
CCOC(=O)C1OC(Oc2ccc3c(C)cc(=O)oc3c2)[C@@H](O)C(O)C1O (some centres not stated),104,101,88,103,98,97,92,103
O=C1C=C(C(O)c2ccc(Cl)cc2)C(=O)c2ccccc21 (configuration not stated),102,103,110,97,90,86,108,112
COc1ccc2c(c1)c(=O)oc1c(C)c(OCC(C)=O)ccc12,115,89,112,103,64,95,96,106
CN(C)C(=O)c1ccc(N=Nc2c(O)c3ccccc3[nH]c2=O)cc1,90,116,96,101,83,79,99,120
O=S(=O)(O)c1cc(O)c2c(O)c(N=Nc3ccccc3)c(S(=O)(=O)O)cc2c1,/,119,100,112,102,93,91,117
COc1cc(C(=O)NNC(=O)c2ccc(NC(=O)CN)cc2)cc(OC)c1OC,83,112,90,98,94,97,83,118
Nc1nn2c(-c3ccc([N+](=O)[O-])cc3)ccnc2c1N=Nc1ccc(S(N)(=O)=O)cc1,103,101,96,108,97,103,109,115
CC(=O)OCC(C)CCC1OC2CC3C4CCC5CC(OC(C)=O)CCC5(C)C4CCC3(C)C2C1C (configuration not stated),108,107,94,98,105,100,107,104
O=C(Cl)c1ccc(C(=O)Cl)cc1,99,103,95,97,95,100,78,107
O=C(c1ccccc1)c1ccccc1,106,107,173,108,106,101,104,/
O=C1C2C3C=CC(O3)C2C(=O)N1c1ccccc1 (configuration not stated),129&116,109&107,103&121,106,95,97&106,103&101,116&123
CCN(CC)CCCCNc1c2ccccc2[n+](C)c2c1[nH]c1ccccc12,-91*,-77*,-64*,-70*,-70*,-5.1*,-43*,-90*
Cc1ccc2c(c1)C(=C(C#N)C#N)CCN2,97,115,117,/,96,96,106,98
COc1ccccc1N1CCN(C(=S)Nc2ccccc2)CC1,/,102,97,98,98,90,/,105
